M18AAP inhibitor – PfM18AAP enzyme inhibition; inhibition, % at 7.35 µM; 290,000 tested, 1.2% active; recombinant PfM18AAP, H-Glu-NHMec fluorogenic cleavage;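 active means inhibition above the campaign mean inhibition over all tested compounds plus 3 SD, cut at about 28% in these data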;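 further: 0% = plate median of test compound wells and 100% = 2 mM ZnCl2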
IMP-1 inh – blocks Pseudomonas aeruginosa IMP-1 metallo-beta-lactamase | purified IMP-1, nitrocefin hydrolysis, epi-absorbance fluorescence | AID 1556 | inhibition, % at 5.6 µM | 290,000 tested, 0.45% active;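 active means inhibition above the mean plus 3 SD of all compounds in the same screening run, cut at about 4.5% in these data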;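 further: 0% = IMP-1 with DMSO and 100% = DMSO wells lacking enzyme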
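system = purified recombinant IMP-1 beta-lactamase | amount = 0.2 nM IMP-1, as dispensed | medium = HEPES buffer pH 7.1 with ZnSO4 and Brij 35 | times = 25 °C, 15 min preincubation, 25 min reaction | detection = plate fluorescence quenching by hydrolysis product, ex 480/em 530 nm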
PHOSPHO1 inh – inhibitors of human PHOSPHO1 phosphatase | Q8TCT1 | recombinant PHOSPHO1, absorbance phosphatase assay | inhibition, % at 13.3 µM | 290,000 tested, 1.1% active | AID 1565; in the data active means inhibition above about 60%
Target sequence (Q8TCT1 whole entry, looked up): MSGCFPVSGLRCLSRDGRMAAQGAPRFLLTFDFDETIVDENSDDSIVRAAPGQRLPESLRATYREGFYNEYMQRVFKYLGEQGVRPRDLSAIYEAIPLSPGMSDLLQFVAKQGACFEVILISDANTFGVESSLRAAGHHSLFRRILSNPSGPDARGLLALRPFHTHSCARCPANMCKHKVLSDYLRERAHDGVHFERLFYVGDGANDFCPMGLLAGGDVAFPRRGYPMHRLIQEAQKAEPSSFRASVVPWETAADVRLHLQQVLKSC
NALP1 inh – blocks the NALP1 inflammasome reconstituted in yeast; S. cerevisiae NALP1/ASC/caspase-1 growth, X-gal OD620, 72 h; inhibition, % at 10 µM; 280,000 tested, 0.61% active; AID 2071; in the data active means inhibition mostly above about 24%, no sharp cut-off; inactive means mostly below about 32%; further: some compounds called inactive have numbers as strong as hits
p-CIP stab down – compounds decreasing mouse p/CIP protein stability | Q05BA5 | F442A p/CIP-EGFP cells, EGFP fluorescence, 16 h | decrease of EGFP signal, % at 10 µM | 290,000 tested, 0.01% active | AID 1984;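 active means EGFP signal decrease of at least 30% at 10 µM or well 3 SD below plate mean, unless failing retest; inactive means the rest, including hits failing retest or dose response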; further: some compounds called inactive have numbers as strong as hits; many of its hits are not listed in these tables
VIM-2 inh – blocks Pseudomonas aeruginosa VIM-2 metallo-beta-lactamase | inhibition, % at 5.6 µM | purified VIM-2, nitrocefin hydrolysis, epi-absorbance fluorescence | 290,000 tested, 0.89% active | AID 1527;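 active means inhibition above the mean of all tested compounds plus 3 SD, cutoff set per screening run, cut at about 7.5% in these data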;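 further: red hydrolysis product quenches plate fluorescence so inhibitors raise well fluorescence; 0% = enzyme with DMSO and 100% = DMSO without enzyme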
IDE act – boosts human insulin-degrading enzyme activity in HEK cells | FAbeta-B cleavage, fluorescence polarization; 0% vehicle, 100% cell-free pure enzyme wells | activation, % at 5.96 µM | 340,000 tested, 0.073% active | AID 493087;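 active means activation above the mean of all tested compounds plus 3 SD, set per screening campaign, cut at about 17% in these data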
IDE inh – inhibits human insulin-degrading enzyme in HEK cells | inhibition, % at 5.59 µM | FAbetaB cleavage, fluorescence polarization | P14735 | 320,000 tested, 0.41% active | AID 434962;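 active means percent inhibition above the average of all tested compounds plus 3 SD, set per screening campaign, cut at about 16% in these data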;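 further: IDE supplied by intact live HEK cells; FP after avidin binding of uncleaved biotin substrate so inhibition keeps polarization high; 0% = DMSO wells and 100% = 60 µM reference IDE inhibitor Ii1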
GPR7 antag – antagonists of human GPR7 (neuropeptides B/W receptor 1); 290,000 tested, 1.1% active; inhibition, % at 4.4 µM; P48145; GPR7-expressing cells, fluorescence antagonist assay; in the data active means inhibition above about 16%, passing the limit was not always enough;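 further: cells stimulated with the agonist NPW; 0% = agonist with vehicle and 100% = vehicle without agonist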
Target sequence (P48145 whole entry, looked up): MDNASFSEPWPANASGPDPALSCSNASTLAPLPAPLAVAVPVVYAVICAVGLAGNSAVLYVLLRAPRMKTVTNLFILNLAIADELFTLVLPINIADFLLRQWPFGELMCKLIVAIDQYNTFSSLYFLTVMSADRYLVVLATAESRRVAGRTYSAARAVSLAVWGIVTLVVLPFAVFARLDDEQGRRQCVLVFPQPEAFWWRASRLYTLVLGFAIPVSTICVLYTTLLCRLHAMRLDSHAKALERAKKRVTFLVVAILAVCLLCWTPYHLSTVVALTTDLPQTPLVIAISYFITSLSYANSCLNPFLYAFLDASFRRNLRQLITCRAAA
* hit, by the source's call; i = inactive; x = no result given; & = joins results of further samples.

SMILES	M18AAP inhibitor	IMP-1 inh	PHOSPHO1 inh	NALP1 inh	p-CIP stab down	VIM-2 inh	IDE act	IDE inh	GPR7 antag
Cc1cc(C)n2nc(C)[n+](C)c2n1	-2	-3.2	6	11	0	-3.2	4	-6	-13
Cn1c(O)c(/C=N/N2CCOCC2)c(=O)n(-c2ccccc2)c1=S	-10	-0.6	-8	37*	-2	-1.2	-1	3	2
CN(C)CC1CSCCC1(O)c1ccccc1Cl (stereo unspecified)	0	-2.5	0	4	-19	-1.2	8	1	-1
CN1CCN(CC#CCOc2ccc(Cl)cc2)CC1	-5	-1.2	-2	12	-19	-1.9	4	0	6
COc1ccc(CN2CCN(c3ccccc3F)CC2)cc1O	2	-3.7	9	10	-8	-4.8	2	5	10
CCN(CC)CCCN=Cc1c(O)n(CCc2ccc(F)cc2)c(=O)[nH]c1=O	2	-2.5	-2	-22	-13	-2.1	2	2	-10
COc1ccc(/C=C/C(=O)NC(=S)N2C[C@H]3C[C@H](C2)c2cccc(=O)n2C3)cc1OC	10	-1.0	-2	25	-10	-0.5	3	7	-5
C=CCn1c(O)c(C(C)=Nc2ccc(C(=O)OCC)cc2)c(=O)[nH]c1=O	1	-2.4	-16	8	-3	-2.7	0	5	-5
Cc1ccc(N2C(=O)NC(=O)/C(=C/C=C/c3ccco3)C2=O)cc1	21	-4.3	6	28	-19	-4.2	-11	8	-2
COc1cc2c(cc1O)CC1c3c(cc(O)c(OC)c3-2)CCN1C (stereo unspecified)	18&24	-1.0&-2.5	22&40	-3	-11&30	-0.1&-1.7	7	8	2&-9
CN1CCN(/N=C/c2c(O)n(CCC3=CCCCC3)c(=S)[nH]c2=O)CC1	-3	-3.2	24	9	0	-1.6	1	-4	3
Cc1cc(=O)oc2c(C)c(OCC(=O)N3CCN(Cc4ccccc4)CC3)ccc12	1	-3.9	22	3	-10	45*	0	5	-4
O=C(Nc1ccc(F)cc1)c1c(O)c2c(n(Cc3ccccc3)c1=O)CCCC2	1	-1.6	12	19	-6	0.4	3	8	-12
Cn1cc(C(=O)Cc2ccccc2)c2ccccc21	-2	-2.1	4	31	-8	-0.6	-2	10	-7
CC(C)[C@H]1C(=O)N2CCC[C@H]2[C@]2(O)O[C@](NC(=O)[C@@H]3C=C4c5cccc6[nH]cc(c56)C[C@H]4N(C)C3)(C(C)C)C(=O)N12	5	0.3	-21	15	-19	1.5	-4	4	-10
COc1cc(OC)c(OC)cc1CN1CCN(C(=O)COc2ccc3ccccc3c2)CC1	4	-0.1	9	12	-3	-3.4	3	0	-3
Cc1ccc(N2C(=O)NC(=O)C3(Cc4ccccc4N4CCN(c5ccccc5)CC43)C2=O)cc1 (stereo unspecified)	-2	-4.0	72*	8	3	-1.5	6	0	7
Clc1cccc(CNCCc2c[nH]c3ccccc23)c1	6	-0.9	20	19	-9	-0.9	0	0	27
O=c1[nH]c(=O)n(-c2ccccc2F)c(O)c1C=NCCC1=CCCCC1	-4	-2.5	-5	1	12	-1.4	-5	0	-10
Clc1ccc(N2CCNCC2)nn1	-6	-2.0	7	3	-10	-2.4	5	-2	-10
O=c1[nH]c(O)c(C=NC2CCCCC2)c(=O)[nH]1	-10	-3.0	6	28	-8	-1.2	3	-1	-16
O=c1[nH]c(=O)n(CCC2=CCCCC2)c(O)c1C=NCCCn1ccnc1	-9	-2.9	-26	-4	-17	-1.4	-5	2	-3
CC1=NCCc2c1[nH]c1ccccc21	4	-1.9	7	1	16	-0.5	2	6	-5
O=C(O)C1C2c3ccccc3C(c3ccccc32)C1C(=O)Nc1ccccc1 (stereo unspecified)	-14	-4.0	8	2	-6	-2.4	5	2	1
CCC(=NCCc1ccccc1)c1c(O)[nH]c(=O)[nH]c1=O	-13	-1.1	24	9	-18	0.4	4	10	-18
COc1cccc(C(=O)C2CN(C)CC2c2ccc(Cl)cc2)c1 (stereo unspecified)	-3	-2.1	24	14	6	-1.7	0	12	16
COc1ccc(C(=O)C2CCCN(Cc3cnc(C)s3)C2)c(OC)c1 (stereo unspecified)	-6	0.4	41	-2	-31	-1.1	2	2	0
CCOC(=O)c1cc(C(O)(C(=O)OC)C(F)(F)F)c(/N=C/N(C)C)o1 (stereo unspecified)	-8	1.1	2	8	-15	-3.3	8	-1	-7
CN[C@H](C)[C@H](O)c1ccccc1	-8	-0.5	28	6	3	0.3	6	-2	0
CC(NCc1ccccc1Cl)C(O)c1ccccc1 (stereo unspecified)	2	-2.6	30	21	0	-0.1	4	-4	-12
CCCCN1C(=O)/C(=C\c2ccco2)C(=O)N(CCc2ccccc2)C1=O	-21	-2.2	-23	-6	-18	-2.8	1	4	-10
CCN(CC)C(=O)c1ccc(NC(=O)c2cccc(F)c2)cc1	-15	1.8	7	3	-1	-3.1	6	-2	9
NCC(CC(=O)O)C1CCCCC1 (stereo unspecified)	7	-0.2	-15	10	-11	-2.6	0	-4	-15
CC(C)Oc1ccc(CC2(CCc3ccncc3)C(=O)NC(=O)NC2=O)cc1	2	-3.4	4	-1	1	-2.7	-1	8	-12
COc1ccc(-n2c(O)c(C(C)=Nc3ccc4c(c3)CCC4)c(=O)[nH]c2=O)cc1	-6	-1.1	-6	21	-13	-2.9	x	-1	-12
COCCOC(=O)c1c(C)n(C)c2ccc(OC(=O)N(C)C)cc12	4	-4.0	0	24	9	0.1	-7	1	5
CC(C)Oc1cccc(C(=O)C2CCCN(C3CCOCC3)C2)c1 (stereo unspecified)	0	-3.4	32	10	-20	-4.8	8	-1	-9
O=C(c1cccn2c(=O)c3ccccc3nc12)N1CCC2(CC1)OCCO2	0	-1.3	26	7	-13	-0.6	-14	7	1
O=[N+]([O-])c1cccc(NP(=O)(Oc2ccccc2)Oc2ccccc2)c1	-2	-1.0	36	-1	2	1.1	3	-5	4
CC(=O)c1ccccc1NC(=O)C1C2CCC(O2)C1C(=O)O (stereo unspecified)	-2	-1.7	-31	13	-3	-1.4	x	-1	-21
Cc1cc(/C=C2\C(=O)NC(=O)N(c3ccc(Cl)cc3)C2=O)c(C)n1C	4	-2.4	10	13	-13	0.7	-1	2	-3
CC(C(=O)c1ccccc1)N1C(=O)c2ccccc2C1=O (stereo unspecified)	-2	-0.8	-6	17	-28	-0.6	0	2	-2
CCCCn1c(=O)c(C(=O)NCc2ccc(Cl)cc2)c(O)c2ccccc21	-3	-0.6	-16	12	-16	-1.2	2	-3	-10
Brc1ccccc1	x	x	27	6	-1	x	5	1	x
CN(C)c1ccc(P(=S)(N(C)C)N(C)C)cc1	1	-2.7	22	28	1	-4.3	8	-3	-2
CCCCCn1c(=O)c(C(=O)Nc2nc3ccccc3[nH]2)c(O)c2ccccc21	1	-3.6	41	i	-14	-4.4	3	1	-14
CC(=O)OC1N=C(c2ccccc2)c2cc(Br)ccc2NC1=O (stereo unspecified)	-3	-0.1	20	-5	-2	-1.1	5	-6	2
Cc1nn(Cc2ccccc2)c(C)c1C(=O)OCC(=O)NC1CCS(=O)(=O)C1 (stereo unspecified)	-1	-3.8	9	30	-1	-1.0	-1	4	-2

An excerpt of these results, with two lines to a compound.
Values in the order: M18AAP inhibitor	IMP-1 inh	PHOSPHO1 inh	NALP1 inh	p-CIP stab down	VIM-2 inh	IDE act	IDE inh	GPR7 antag
Brc1ccccc1
 : x	x	27	6	-1	x	5	1	x
Cc1cc(/C=C2\C(=O)NC(=O)N(c3ccc(Cl)cc3)C2=O)c(C)n1C
 : 4	-2.4	10	13	-13	0.7	-1	2	-3
CC(=O)OC1N=C(c2ccccc2)c2cc(Br)ccc2NC1=O (stereo unspecified)
 : -3	-0.1	20	-5	-2	-1.1	5	-6	2
Cc1nn(Cc2ccccc2)c(C)c1C(=O)OCC(=O)NC1CCS(=O)(=O)C1 (stereo unspecified)
 : -1	-3.8	9	30	-1	-1.0	-1	4	-2
CCCCCn1c(=O)c(C(=O)Nc2nc3ccccc3[nH]2)c(O)c2ccccc21
 : 1	-3.6	41	i	-14	-4.4	3	1	-14

(list continues)
SMILES	M18AAP inhibitor	IMP-1 inh	PHOSPHO1 inh	NALP1 inh	p-CIP stab down	VIM-2 inh	IDE act	IDE inh	GPR7 antag
OC1(CN2CCOCC2)C2CC3CC(C2)CC1C3 (stereo unspecified)	-6	2.9	-7	8	-4	-0.4	-1	7	-7
Cc1ccc(C(=O)N/C(=C\Cl)P(=O)(c2ccccc2)c2ccccc2)cc1	2	-1.0	-18	18	14	-1.1	3	0	-2
O=C(NC1CN2CCC1CC2)c1cccc(Cl)c1 (stereo unspecified)	-4	-1.4	14	13	5	-3.8	2	-1	-7
CC(C)CCC1(CCc2ccncc2)C(=O)NC(=O)NC1=O	-4	-1.6	10	-16	-16	-1.8	-1	-4	11
Cc1cc(C(=O)O)c(C)n1C1CC1	-3	-2.8	20	x	-10	-3.5	1	3	6
COc1ccc(N=Cc2c(O)n(Cc3ccccc3)c(=S)[nH]c2=O)c(OC)c1	-10	-1.3	19	22	-30	0.8	7	-3	-4
Cc1ccsc1CNCCc1ccccc1F	-4	-3.3	29	6	-7	1.5	2	2	-5
CCOC(=O)c1c(C)n(CCOC)c2ccc(O)cc12	6	-4.3	-20	13	8	-0.3	-1	0	-4
Cc1cccc(OP(N)(=O)Oc2cccc(C)c2)c1	-3	-3.0	11	16	5	-1.5	0	-2	-10
O=C1C2CCCN2C(c2ccc(Cl)c(Cl)c2)N1c1ccccn1 (stereo unspecified)	-1	-2.5	-1	9	-1	-3.1	-4	3	-9
Cc1ccc(CS(=O)(=O)CCC(=O)N2CCC3(CC2)OCCO3)cc1	-17	-0.6	-21	x	-3	-1.3	-4	5	-10
Cc1cccc(NC(=O)OC2CN3CCC2CC3)c1 (stereo unspecified)	-2	-2.1	20	-4	6	-2.0	2	-10	-3
OC(Cn1c2ccccc2c2ccccc21)C[n+]1cccc2ccccc21 (stereo unspecified)	1	-1.1	32	5	-13	-1.8	5	-2	7
Cc1nc2c(=O)n(C)c(=O)nc-2n(C)n1	1	-3.7	68*	-12	59	0.4	1	4	-15
C[C@H]1CCCC(=O)CCCCCc2cc(O)cc(O)c2C(=O)O1	-2	-2.5	-6	26	-12	-3.6	0	1	-1
O=C(Cc1ccccc1)N1CCN(Cc2ccccc2Cl)CC1	8	-1.5	33	-3	-10	-3.0	2	3	17
Cn1c(O)c(C=NCCN2CCOCC2)c(=O)n(C)c1=S	2	-2.3	4	x	7	0.0	-3	4	13
O=C1/C(=C\c2cccnc2)N2CCC1CC2	7	-2.9	29	12	-11	-1.3	-3	-1	1
O=[N+]([O-])c1cc(-n2cnnn2)c(O)c([N+](=O)[O-])c1	3	-2.0	8	9	-15	-2.7	2	2	-19
CCOc1ccc(C2C(C#N)=C(N)Oc3c2c(=O)oc2ccccc32)cc1 (stereo unspecified)	6	2.7	10	19	-13	0.9	3	-3	3
COc1cccc(CNCCc2cccc(F)c2)c1OC	-16	0.7	18	8	-14	-0.3	4	-5	-4
CCOC(=O)CNC(=O)CSP(=S)(OCC)OCC	-1	-2.8	2	-2	8	-4.0	5	-1	-7
CCCCc1ccc2[nH]cc(CCN)c2c1	-11	-3.0	23	2	-9	1.1	-2	-3	14

These rows are one share of the data; rates above refer to the full screens.
